# Rad51 HR inh – human RAD51 strand exchange inhibitors, primary screen, biochemical, fluorescence | hRad51 DNA strand exchange, fluorescence dequenching | inhibition, % at 10 µM | 200,000 tested, 0.085% active | DNA repair protein RAD51 homolog 1 (Homo sapiens), Q06609 | AID 1385, 2008;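 active = inhibition above 40% at the single screening dose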;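 also: 0% = DMSO control wells and 100% = blanks with heterologous ssDNA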
# Target sequence (Q06609 whole entry, looked up): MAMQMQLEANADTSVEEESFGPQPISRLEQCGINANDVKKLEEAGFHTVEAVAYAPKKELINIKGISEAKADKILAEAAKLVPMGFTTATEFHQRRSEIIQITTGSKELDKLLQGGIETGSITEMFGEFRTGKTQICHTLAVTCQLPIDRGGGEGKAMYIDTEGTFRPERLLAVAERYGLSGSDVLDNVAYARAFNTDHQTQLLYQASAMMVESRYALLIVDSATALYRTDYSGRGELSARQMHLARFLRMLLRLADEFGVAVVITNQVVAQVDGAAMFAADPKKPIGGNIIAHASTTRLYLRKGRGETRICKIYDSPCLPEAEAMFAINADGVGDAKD
#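 material = hRad51 filaments on single-stranded DNA | reagent = Donor/quencher-labelled 47-bp dsDNA substrate | compound = 10 µM final, single point | schedule = strand-exchange reaction 15 min at room temperature | measured by = fluorescein emission 520 nm, excitation 485 nm | read-out basis = % inhibition versus plate control and blank means | benchmarks = plate controls and plate blanks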
# Numbers without * were called inactive. These rows are one share of the data; the hit share may differ from the screen's.
# Start of the listing, in advance, 16 compounds:
SMILES,Rad51 HR inh
COC(C/C=C\[C@@H](O)[C@H](C)OCc1ccccc1)OC,-5
CC(=O)Nc1ccccc1Nc1nc(NCCO)nc(N2CCCC2)n1,5
COC(C[C@H]1O[C@@H]1C(=O)[C@H](C)OCc1ccccc1)OC,-6
CCCCOc1ccccc1NC(=O)CC1Nc2ccccc2NC1=O (stereo unspecified),-1
CC1(c2nnc(Cc3ccccc3)o2)CC(c2ccc(Cl)cc2)=NO1 (stereo unspecified),2
CC1CCN(c2nc3c(c(=O)n(C)c(=O)n3C)n2CCSc2ncccn2)CC1,5
CCN1C(=O)N[C@H](c2ccc(Br)cc2)C(C(=O)OC)=C1C,-8
O=C1c2ccccc2S(=O)(=O)c2cc(N3CCC(C(=O)N4CCCCC4)CC3)ccc21,-13
CC1(C)C2CC[C@]3(C)C(CC=C4[C@@H]5C[C@@](C)(CO)[C@@H]6C[C@@]5(CC[C@]43C)C(=O)O6)[C@@]2(C)CC[C@@H]1O (stereo partly specified),1
CCOc1ccc(NC(=O)c2ccc(F)cc2F)cc1,-7
COc1cc2c(cc1OC)CN(Cc1cc(=O)n3cc(C)ccc3n1)CC2,-5
C[C@]12C=CC(=O)C=C1CC[C@@H]1C2=CC[C@]2(C)[C@@H](C(=O)CN3CCN(c4cc(N5CCCC5)nc(N5CCCC5)n4)CC3)CC[C@@H]12,-8
CC(=O)NNC(=O)N1Cc2ccccc2Oc2ccc(Cl)cc21,-1
COCCNC(=O)c1cc2c(=O)n3cccc(C)c3nc2n1C,-5
O=C(Nc1ccccc1)[C@@H]1CC=C[C@@H]2CCN(C3CCCCC3)C(=O)[C@@H]21,5
CC1=CC(c2ccccc2)n2nc(N)nc2N1 (stereo unspecified),-3

# All compounds of this part, from the start:
SMILES,Rad51 HR inh
COC(C/C=C\[C@@H](O)[C@H](C)OCc1ccccc1)OC,-5
CC(=O)Nc1ccccc1Nc1nc(NCCO)nc(N2CCCC2)n1,5
COC(C[C@H]1O[C@@H]1C(=O)[C@H](C)OCc1ccccc1)OC,-6
CCCCOc1ccccc1NC(=O)CC1Nc2ccccc2NC1=O (stereo unspecified),-1
CC1(c2nnc(Cc3ccccc3)o2)CC(c2ccc(Cl)cc2)=NO1 (stereo unspecified),2
CC1CCN(c2nc3c(c(=O)n(C)c(=O)n3C)n2CCSc2ncccn2)CC1,5
CCN1C(=O)N[C@H](c2ccc(Br)cc2)C(C(=O)OC)=C1C,-8
O=C1c2ccccc2S(=O)(=O)c2cc(N3CCC(C(=O)N4CCCCC4)CC3)ccc21,-13
CC1(C)C2CC[C@]3(C)C(CC=C4[C@@H]5C[C@@](C)(CO)[C@@H]6C[C@@]5(CC[C@]43C)C(=O)O6)[C@@]2(C)CC[C@@H]1O (stereo partly specified),1
CCOc1ccc(NC(=O)c2ccc(F)cc2F)cc1,-7
COc1cc2c(cc1OC)CN(Cc1cc(=O)n3cc(C)ccc3n1)CC2,-5
C[C@]12C=CC(=O)C=C1CC[C@@H]1C2=CC[C@]2(C)[C@@H](C(=O)CN3CCN(c4cc(N5CCCC5)nc(N5CCCC5)n4)CC3)CC[C@@H]12,-8
CC(=O)NNC(=O)N1Cc2ccccc2Oc2ccc(Cl)cc21,-1
COCCNC(=O)c1cc2c(=O)n3cccc(C)c3nc2n1C,-5
O=C(Nc1ccccc1)[C@@H]1CC=C[C@@H]2CCN(C3CCCCC3)C(=O)[C@@H]21,5
CC1=CC(c2ccccc2)n2nc(N)nc2N1 (stereo unspecified),-3
COC(=O)N1[C@H](C)C=C[C@]1(Cc1ccccc1)C(=O)OC,-5
COc1ccc(-c2ccccc2)c2oc(-c3ccco3)cc(=O)c12,0
COc1ccc([C@H]2/C=C\CN(S(=O)(=O)c3ccc4ccccc4c3)[C@@H](C)C(=O)N2Cc2ccc(F)cc2)cc1,3
Cc1c(CCCC(=O)O)sc(N)c1C(=O)c1cccc(C(F)(F)F)c1,4
CN1C(=O)CC[C@H]1c1cccnc1,3
O=C(NCc1ccccc1)c1onc(CSc2ccccc2)c1C(=O)NCc1ccccc1,-2
COc1ccc(-c2ccc(N)[n+](CCCC(=O)O)n2)cc1,-2
OCC[C@@H]1C[C@@H](O)[C@H](O)[C@@]2(CCCCO2)O1,-8
C#CCNC(=O)C1=C[C@@H](c2ccc(C#C)cc2)C[C@@H](OCCCCO)O1,-24

# Going on with the list.
SMILES,Rad51 HR inh
Cn1cc(C(=O)OCC2CCN(CCNS(C)(=O)=O)CC2)c2ccccc21,-7
CN(C)c1ccc(-c2nn3c(-c4cccnc4)nnc3s2)cc1,3
COc1cc(/C=C2/N=C(c3ccccc3)OC2=O)c(F)cc1OCc1ccccc1,1
O=C1CC2(CCCCC2)Oc2ccccc21,-4
OCC[C@@H]1C[C@H](O)[C@@H](O)[C@@]2(CCCCO2)O1,-2
CN/C(=C\[N+](=O)[O-])NCCSCc1csc(CN(C)C)n1,3
COc1cccc(SCc2noc(C(=O)NCC3CC3)c2C(=O)NCC2CC2)c1,-1
CCOC(=O)c1cnn(-c2ncnc3c2oc2ccccc23)c1N,-18
COC(C[C@@H](O)C[C@@H](O)[C@@H](C)OCc1ccccc1)OC,-1
C[C@@H]1CCC[C@]2(O[C@H](CCO)C[C@@H](O)[C@@H]2O)O1,3
C=C(C)Cn1c(=O)c2c(nc3n2CCN3c2cccc(Cl)c2C)n(C)c1=O,0
COc1cc2ccccc2cc1C(=O)Nc1ccc(N2CCN(C)CC2)cc1,8
COC(=O)C1=C(C(=O)OC)[C@@H]2N(Cc3ccccc3)c3ccccc3[C@@]23C[C@@H](C(=O)OC)N(C(=O)NC2CCCCC2)C3=N1,3
COc1ccc2nc(-c3ccc(F)cc3)sc2c1,6
O=C(Nc1ccc(Cl)cc1)c1ccc2c(c1)S(=O)(=O)c1ccccc1C2=O,2
Cc1cc2oc3cc(NCCC4CCCN4C)ccc3c(=O)c2cc1C (stereo unspecified),-3
O=S1(=O)CCOC[C@H](Cc2ccccc2)N1Cc1cccc(F)c1,-1
C[C@H]1CC[C@@]2(O[C@@H](CCO)C[C@H](O)[C@H]2O)O1,-8
CCOc1ccc2nc(NCCNC(=O)C3CC3)c(C)cc2c1,4
COCOc1ccc(-c2oc3c(C/C=C(\C)CCC=C(C)C)ccc(O)c3c(=O)c2OCOC)c(OCOC)c1,-3
C=CCN1C=C2C(=O)C(C)(OC(=O)c3ccco3)C(=O)C(C=C)=C2C=C1C1CC1 (stereo unspecified),2
CCOC(=O)[C@@H]1[C@H]2COc3ccc(Br)cc3[C@@H]2N2C(=O)N(c3cccc(Cl)c3)C(=O)[C@]12C,-2
COc1ccc(-c2ccc3oc(-c4ccsc4)cc3c2)cc1,9
CC(C)CC(CO)N1CCN(C(=O)c2ccc(Cl)cc2)CCC1=O (stereo unspecified),-27
O=C(NCC1CC1)C1(C(F)(F)F)CC(CCCO)CCCO1 (stereo unspecified),6

# (listing goes on)
SMILES,Rad51 HR inh
C[C@@H]1NC(=O)N[C@@H]1CCCCCC(=O)O,1
CC(C)C[C@@H](CO)NC(=O)CC[C@H](NC(=O)OC(C)(C)C)C(=O)N(Cc1ccccc1)Cc1ccccc1,2
O=C(O)C1=C[C@@H](c2ccccc2)C[C@@H](OCCCCO)O1,3
CC1(c2nnc(Cc3ccccc3)o2)CC(c2cccnc2)=NO1 (stereo unspecified),1
CCN1C(=O)N[C@@H](c2ccccc2)[C@H](C(C)=O)[C@H]1C,3
COCCCOc1ccnc(CS(=O)c2nc3ccccc3[nH]2)c1C (stereo unspecified),-7
OCCOCCn1c(CCNc2nc(-c3ccc(Cl)cc3)cs2)nc2cc(Cl)c(Cl)cc21,-9
CCCCCCNC(=O)n1cc(F)c(=O)[nH]c1=O,-6
C[C@H](CCC(=O)O)[C@H]1CC[C@H]2[C@@H]3[C@H](O)C[C@@H]4C[C@H](O)CC[C@]4(C)[C@H]3C[C@H](O)[C@]12C,-9
CC(Nc1nc(-c2ccc(F)cc2)cs1)c1nc2cc(C(F)(F)F)ccc2n1CCOCCO (stereo unspecified),-11
Oc1ccc(O)cc1,3
CC(C)=CCc1c(O)cc2c(c1O)C(=O)CC(c1ccccc1)O2 (stereo unspecified),-4
COc1ccc(CCNC(=O)C2CC3Cn4c(nc5ccccc54)C3N2Cc2ccccc2)cc1 (stereo unspecified),1
CCOC(=O)c1ccc(NS(=O)(=O)c2c(N)[nH]c(=O)[nH]c2=O)cc1,5
C#Cc1ccc([C@H]2C=C(C(=O)NCc3nc4ccccc4[nH]3)O[C@@H](OCc3ccc(CO)cc3)C2)cc1,-4
N#Cc1sc(=O)[nH]c1Cl,-6
Cc1nccn1CC(=O)O,-1
CCc1cc(-c2ccc3c(c2)COc2c4ccccc4nn2-3)on1,-5
O=c1[nH]snc1-c1c(Cl)cccc1Cl,3
COCCn1c(-c2cc(OC)c(OC)c(OC)c2)nc2oc3ccccc3c(=O)c2c1=O,0
COc1ccc(CNC(=O)C2(CC3CC(c4ccccc4)=NO3)CCN(C(=O)C3(C)CC3)CC2)cc1 (stereo unspecified),-2
OCCCn1c(C2CCCN2c2nc(-c3ccc(Cl)cc3)cs2)nc2cc(Cl)c(N3CCCCC3)cc21 (stereo unspecified),3
CCC1CCCCN1Cc1nc2c(c(=O)n(C)c(=O)n2C)n1CCCc1ccccc1 (stereo unspecified),3
O=C1c2cccc(O)c2C(=O)c2c(O)cc(CO)cc21,-4
Cc1ccc(O)c(O)c1,-3

# (continued)
SMILES,Rad51 HR inh
CCCC/C=C/[C@H](c1ccccc1)[C@H](CO)Cc1cccnc1,10
CN(C)Cc1ccc(-c2nc3cccc4c3n2CCNC4=O)cc1,-6
COC(=O)C[C@H]1c2cc(F)ccc2S(=O)(=O)N1Cc1ccccc1,-9
COC(=O)C1=C(N)Oc2cc(C)n(CCCn3ccnc3)c(=O)c2C1c1cccc(Cl)c1 (stereo unspecified),1
COc1ccc(CCNC(=O)C2CC3Cn4c(nc5ccccc54)C3N2c2ccccc2)cc1 (stereo unspecified),5
CCC[C@@H]1CCCO[C@@](C(=O)NCc2cc(C)n(C)n2)(C(F)(F)F)C1,-6
CCCCCCCCCCCCN1[C@@H](CC(=O)OC)c2cc(F)ccc2S1(=O)=O,-2
C=CCNC(=O)c1c(CSc2ccc(Cl)cc2)noc1C(=O)NCc1ccccc1,-6
Cc1cc2oc3ccc(NCCC4CCCN4C)cc3c(=O)c2cc1C (stereo unspecified),2
Cc1cc(C)cc(SCc2noc(C(=O)NCCN(C)C)c2C(=O)NCCN(C)C)c1,5
O=C(c1cc(-c2ccccc2)nn1CC1CC(c2cccnc2)=NO1)N1CCOCC1 (stereo unspecified),2
COCCNC(=O)c1cc(-c2ccccc2)nn1CC1CC(c2cccc([N+](=O)[O-])c2)=NO1 (stereo unspecified),-8
O=C(O)C1=C[C@H](c2ccccc2)C[C@H](OCCCCO)O1,-16
CCCCCCCCC(=O)O,-3
O=C(NCc1ccc2c(c1)OCO2)c1ccc2c(c1)S(=O)(=O)c1ccccc1C2=O,9
CC(=O)NO,2
CCCCC1=CC2=C(c3ccco3)C(=O)C(C)(OC(=O)c3ccc(OC)cc3)C(=O)C2=CN1C1CCCC1 (stereo unspecified),3
COc1ccc(-c2nnc3sc(-c4ccccc4OC)nn23)cc1,-5
COc1ccccc1OCC(O)CN1CCN(CC(=O)Nc2c(C)cccc2C)CC1 (stereo unspecified),0
C=C1CCN([C@@H](Cc2ccccc2)C(=O)N2CCOCC2)S(=O)(=O)c2ccccc21,-4
Cn1c(NCc2ccccc2Cl)nc2ccccc21,-7
COC(=O)C1=C(C(=O)OC)[C@@H]2Nc3ccccc3[C@@]23C[C@@H](C(=O)OC)N(C(=O)c2cccs2)C3=N1,-17
O=C(NCc1ccccc1)C1=C[C@H](c2ccc(Br)cc2)C[C@H](OCCCCO)O1,-1
COc1ccc(-c2oc3ccc(-c4ccc5c(c4)OCO5)cc3c2-c2ccc(OC)nc2)cc1,-3
CCN1C(=O)N[C@@H](c2ccco2)C(C(=O)OC)=C1C,8

# Some of the entries so far, with bars between the fields:
SMILES | Rad51 HR inh
COc1ccc(-c2nnc3sc(-c4ccccc4OC)nn23)cc1 | -5
COc1ccccc1OCC(O)CN1CCN(CC(=O)Nc2c(C)cccc2C)CC1 (stereo unspecified) | 0

# (list continues)
SMILES,Rad51 HR inh
COCCNC(=O)c1c(CSc2ccc(Cl)cc2)noc1C(=O)NCc1ccccc1,-3
COC(=O)c1ccc(C2=NOC(C)(c3nnc(-c4cccc(Cl)c4)o3)C2)cc1 (stereo unspecified),6
N#CCc1c(C#N)c(N)nc(N2CCOCC2)c1C#N,-5
CCOC(=O)N1CCC(NC(=O)c2cnn3c(C(F)(F)F)cc(-c4cccc(OC)c4)nc23)CC1,4
C#CCNC(=O)C1=C[C@@H](c2ccc3c(c2)OCO3)C[C@@H](OCCCCO)O1,12
COc1ccc(S(=O)(=O)C(C#N)c2nc3ccccc3nc2N2CCC(C)CC2)cc1 (stereo unspecified),-9
O=C(NCC1CCCO1)c1ccc2c(c1)S(=O)(=O)c1ccccc1C2=O (stereo unspecified),4
C=CCOC(=O)C1=C(C)NC(C)=C(C(=O)OCC=C)C1c1ccc(O)cc1,-11
COC(C[C@H](O)C[C@H](O)[C@@H](C)OCc1ccccc1)OC,13
COc1ccc(-c2nc(-c3ccc(C(=O)O)cc3)no2)cc1,-10
CCCCC1=CC2=CC(=O)C(C)(OC(=O)c3cccs3)C(=O)C2=CO1 (stereo unspecified),-9
C=CCOC(=O)C1=C[C@@H](c2csc3ccccc23)[C@H](CCCO)[C@@H](OCC)O1,-3
C[C@H]1CCC[C@@]2(O[C@H](CCO)C[C@@H](O)[C@@H]2O)O1,-7
COc1cc(/C=C/C(=O)O)ccc1O,-2
COc1c(N2CCNC(C)C2)c(F)cc2c(=O)c(C(=O)O)cn(C3CC3)c12 (stereo unspecified),3
O=C(C1=C[C@@H](c2ccc(C(F)(F)F)cc2)C[C@@H](OCCCCO)O1)N1CCCCCCC1,3
CCC(C)(C)n1nnnc1C(c1cccc(C#N)c1)N1CCN(c2cc(C)ccc2C)CC1 (stereo unspecified),2

# Screening results (PubChem)
